mHtt clearance – mutant huntingtin protein clearance; hit rate 0.42% among 47,000; HeLa Exon1htt(103Q)mCFP, aggregate imaging; zero = plate's median compound well; AID 853; inhibition, % at 1.5 µM;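 active means inhibition of aggregate fluorescence above about 70%, also judged a hit by eye on the cell image, limit read from the data, passing the limit was not always enough; inconclusive means no rule stated for this call; inactive means not judged a hit on image review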;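 further: cells exposed to compound for three days before fixation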
mHtt clearance grain fraction – also measured in mHtt clearance; calls as there; fraction fluorescence in grains; measured here: aggregate grain fluorescence fraction; hits give low values;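 scaled fraction of total cell fluorescence in grains with unit not stated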
* marks the source's active call; other numbers are inactive results; ? = inconclusive; / = not tested or not shown.

The first 2 compounds (preview)
SMILES	mHtt clearance	mHtt clearance grain fraction
O=C(c1cccc2ccccc12)N1CCN(CC2CC=CCC2)CC1 (configuration not stated)	5	38
COC(=O)c1ccccc1NC(=O)C1CCCCC1C(=O)O (configuration not stated)	3	16

The whole of this part, repeating the preview:
SMILES	mHtt clearance	mHtt clearance grain fraction
O=C(c1cccc2ccccc12)N1CCN(CC2CC=CCC2)CC1 (configuration not stated)	5	38
COC(=O)c1ccccc1NC(=O)C1CCCCC1C(=O)O (configuration not stated)	3	16
Cc1cc(NC(CC(C)C)C(=O)O)nc(Cc2ccccc2)n1 (configuration not stated)	63	13
Cc1noc(/C=C/N(C)C)c1S(=O)(=O)N1CCCC(C(=O)NCCC2=CCCCC2)C1 (configuration not stated)	22	26
COc1ccc(NC(C)=O)cc1NC(=O)CN1CCN(C2c3ccccc3-c3ccccc32)CC1	57	16
CCOC(=O)CC1C(=O)NCCN1Cc1cccc(OC)c1 (configuration not stated)	-5	49
O=C1CN(c2ccccc2Cl)C(=O)CN1c1ccccc1Cl	44	11
O=C(Nc1ccccn1)N1CCOCC1	68	5.6
N#Cc1ccc(CSc2nnc(NC(=O)CN3C(=O)C4CC=CCC4C3=O)s2)cc1 (configuration not stated)	14	26
COc1ccc(C2C(C(C)=O)=C(C)Nc3ncnn32)cc1OC (configuration not stated)	24	15
Cn1c(=O)c2cc(S(=O)(=O)NC(C(=O)NCc3ccccn3)c3ccccc3)ccc2n(C)c1=O (configuration not stated)	8	34
COc1ccccc1OCc1nc2ccccc2[nH]1	-32	25
CCOc1cc(C(=O)NCc2ccncc2)cc(OCC)c1OCC	-11	22
COCCCn1c(CCC(=O)O)ccc1-c1cccs1	-32	26
O=C(c1ccccc1CCc1ccccc1)N1CCN(c2ccccn2)CC1	23	13
O=C(Nc1ccc2c(c1)OCO2)OCc1ccccc1	-16	24
Cc1cc2ncn(S(=O)(=O)c3ccc(S(=O)(=O)N4CCOCC4)cc3)c2cc1C	57	8.7
O=C(NC1CCCc2ccccc21)c1ccc(=O)[nH]c1 (configuration not stated)	13	33
O=C(CN(Cc1ccccc1)C(=O)c1ccc2c(c1)OCCO2)NCc1ccc2c(c1)OCO2	-62	57
COc1ccc(C(=O)/C=C/Nc2ccc(C)cn2)cc1OC	-24	24
O=C(Nc1cccc(-c2cnc3ccccc3n2)c1)c1ccco1	-75	31
Clc1ccccc1-c1nc(-c2ccccc2)n[nH]1	32	14
CCN(CCCNC(=O)CCCCn1c(=O)[nH]c2ccccc2c1=O)c1ccccc1	22	24
CCCCC(SCC(=O)Nc1ccccc1)C(=O)O (configuration not stated)	-5	20
O=C(Cc1ccccc1)N(c1ccc(F)cc1)C1C=CS(=O)(=O)C1 (configuration not stated)	-88	71
SMILES	mHtt clearance	mHtt clearance grain fraction
c1ccc(Cn2nnnc2C(c2ccncc2)N2CCOCC2)cc1 (configuration not stated)	-70	59
Cc1cccc(N2CCN(C(=O)Cn3nc(Cc4ccncc4)c4ccccc4c3=O)CC2)c1C	18	27
CCOC(=O)CSCC(=O)Nc1ccc(S(=O)(=O)N2CCCCC2)cc1	7	21
COCCNC(=O)CSc1nc(-c2ccc(OC)c(OC)c2)cc(C(F)(F)F)n1	32	31
COC(=O)c1ccc2c(=O)n(CCCN3CCCC3=O)c(=S)[nH]c2c1	54	9.2
Cc1ccc(NC(=O)CSc2nnc(CSc3nc(C)cc(C)n3)n2Cc2ccco2)c(C)c1	-20	55
CCCN=CC1=C(O)CC(c2ccccc2)CC1=O (configuration not stated)	-28	25
CCN(CC)S(=O)(=O)c1cc(Br)ccc1OC	-3	46
Cn1c(CCN2CCN(c3ccccc3)CC2)nc2cc(NC(=O)c3ccco3)ccc21	54	8.7
CCCNC(=O)NC(=O)CSc1nnc(C)n1N	49	11
Cc1ccc(CCNC(=O)C2CCCN(c3nc4ccccc4o3)C2)cc1 (configuration not stated)	25	32
C=CC(C)n1c(Br)nc2c1c(=O)[nH]c(=O)n2C (configuration not stated)	30	26
N=c1n(CCN2CCOCC2)c2ccccc2n1CC(O)COc1ccccc1 (configuration not stated)	-23	42
O=C(NCc1ccco1)c1cc2c(s1)CCCCC2	-29	25
O=C(CSc1nnc(-c2ccco2)n1Cc1ccco1)Nc1ccccc1	29	28
CCOC(=O)Cc1nnc(NC(=O)COc2ccc(OC)cc2)s1	2	23
O=C1Nc2ccc(S(=O)(=O)N3CCCC3)c3cccc1c23	44	10
O=C(Nc1nccs1)c1cccc(NC(=O)c2ccco2)c1	-33	24
CCCC(c1nnnn1CS(=O)(=O)c1ccc(C)cc1)N1CCN(c2ccc(F)cc2)CC1 (configuration not stated)	26	14
O=S(=O)(N/N=C1/CCCc2ccccc21)c1ccc(Br)cc1	-21	23
Cc1nn(-c2ccccc2)c2[nH]c(=O)c(CNc3ccc4c(c3)OCCO4)cc12	19	27
COc1ccccc1-c1ccc(=O)n(CC(=O)NCc2ccc3c(c2)OCO3)n1	-35	30
Cn1c(SCC(=O)Nc2sc3c(c2C#N)CCC3)nnc1C1COc2ccccc2O1 (configuration not stated)	-7	19
Cc1ccc2[nH]c(=O)c(CN(CCCO)S(=O)(=O)c3c(C)ccc4nsnc34)cc2c1	-4	39
CC(C)Oc1ccc(C(CC(=O)O)NC(=O)C2CCCCC2)cc1 (configuration not stated)	36	25
SMILES	mHtt clearance	mHtt clearance grain fraction
S=C(NCCC1=CCCCC1)Nc1ccccc1	-9	34
Cc1cccc(C)c1-n1c(C)cc(/C=C2\C(=O)NN(c3ccccc3)C2=O)c1C	31	27
COCCNC(=O)c1ccc(CN2CCOCC2)cc1	-30	23
CSc1ccccc1NC(=O)CN(Cc1ccccc1)S(C)(=O)=O	-33	22
CCOC(=O)C1CCCN(C(=O)c2sc3nc(-c4ccccc4)cn3c2C)C1 (configuration not stated)	-1	45
Oc1ccc2ccccc2c1C=Nc1ccc(N2CCOCC2)cc1	-9	20
O=C(NCc1ccccc1)c1cnsn1	-32	22
Cc1cc2cc(CNC(=O)NC3CCCCC3)ccc2[nH]1	-1	20
O=C(CCCc1ccccc1)NCCN1CCOCC1	20	15
C=CCn1c(SCC(=O)c2cccs2)nc2sc(CC)cc2c1=O	-40	29
Brc1ccc2ncnc(NCc3ccco3)c2c1	56	17
O=C(C1CCCN(S(=O)(=O)c2cccs2)C1)N1CCN(C2CCCCC2)CC1 (configuration not stated)	-44	56
CCCc1cc(=O)n2[nH]c(-c3ccccc3)cc2n1	?	/
OC12CCCCC1C(c1ccc3c(c1)OCO3)N(Cc1ccccc1F)CC2 (configuration not stated)	73*	5.9*
O=C(CSc1nc2ccccc2c(=O)n1-c1ccccc1)N1CCN(CCO)CC1	-35	53
Cc1ccc(-c2nn(CC(=O)NCC3CCCO3)c(=O)c3ccccc23)cc1 (configuration not stated)	-16	19
COc1ccc(C2=NOC(CN3C(=O)c4ccccc4S3(=O)=O)C2)cc1 (configuration not stated)	38	11
CC1(c2ccncc2)Nc2ccccc2-c2nc3ccccc3n21 (configuration not stated)	9	18
CCOC(=O)N1CC=C2C(C#N)=C(N)C(C#N)(C#N)[C@H](c3ccc(OC(C)C)c(OCC)c3)[C@H]2C1	42	13
CSc1nc2oc3c(c2c2nncn12)CC(C)(C)SC3	-53	55
CCn1c(=NC(=O)CSC(C)=O)sc2cc(OC)ccc21	4	31
COC(=O)c1ccccc1NC(=O)c1ccc(COc2ccc3c(c2)CCC3)cc1	-61	62
O=C(CSc1nnnn1-c1ccccc1)N1CCc2ccccc21	19	14
CS(=O)(=O)N1N=C(c2ccc3nccnc3c2)CC1c1ccccc1 (configuration not stated)	-11	34
N#Cc1cc2cc3c(cc2nc1SCC(=O)OC1CCCCC1)OCO3	-43	31
SMILES	mHtt clearance	mHtt clearance grain fraction
O=c1[nH]c2ccc(S(=O)(=O)N3CCC(Cc4ccccc4)CC3)cc2o1	9	34
COC(=O)c1ccccc1NC(=O)CSCC(=O)Nc1ccccc1OC	-18	24
CCCNC(=O)C1=C(C)C(=O)OC12CCC(C)CC2 (configuration not stated)	-159	80
Cc1ccc(-c2n[nH]c3c2CCC3)cc1	65	7.4
Cc1cc(C(=O)NC(C)c2ccncc2)cs1 (configuration not stated)	-5	21
O=C(CN1C2=NCCN2c2ccccc21)c1ccc(Br)cc1	-18	40
Cc1csc(SCC(=O)NC(=O)NCc2ccccc2)n1	78*	3.9*
O=[N+]([O-])c1ccc(Sc2n[nH]c(-c3ccc(Cl)cc3Cl)n2)nc1	-32	50
COc1ccc(N2CN=C3SCC(=O)N3C2)cc1	-9	21
CCOC(=O)C(CC)Sc1nnc2c3cc(C)ccc3n(C)c2n1 (configuration not stated)	11	35
COc1ccc(-c2nc3scc(-c4ccccc4)n3n2)cc1	8	16
COc1cc(NC(=O)c2ccco2)c(OC)cc1NC(=O)CCC(=O)Nc1cccc(C)c1C	-51	64
CCN(CC)C(=O)CN1CCN(c2ncccn2)CC1	-14	39
c1ccc(-n2cnnc2SCc2nc3ccccc3s2)cc1	-6	18
COc1ccc(Cl)cc1S(=O)(=O)Oc1ccc(NC(C)=O)cc1	28	14
CN(C)c1ccc(NC(=O)c2ccc(COc3cccc(Cl)c3)o2)cc1	3	23
N#Cc1ccc(N2CCN(c3ccc(F)cc3)CC2)cc1	-13	23
Cc1cccc(N2CCN(C(=O)C(NS(=O)(=O)c3cccs3)c3ccccc3)CC2)c1C (configuration not stated)	18	27
COc1ccccc1NC(=S)NCCc1c[nH]c2ccccc12	0	31

Some of the entries so far, with two lines to a compound:
Every second line gives: mHtt clearance, mHtt clearance grain fraction
OC12CCCCC1C(c1ccc3c(c1)OCO3)N(Cc1ccccc1F)CC2 (configuration not stated)
 : 73*, 5.9*
O=C(CSc1nc2ccccc2c(=O)n1-c1ccccc1)N1CCN(CCO)CC1
 : -35, 53
Cc1ccc(-c2nn(CC(=O)NCC3CCCO3)c(=O)c3ccccc23)cc1 (configuration not stated)
 : -16, 19
COc1ccc(C2=NOC(CN3C(=O)c4ccccc4S3(=O)=O)C2)cc1 (configuration not stated)
 : 38, 11
CC1(c2ccncc2)Nc2ccccc2-c2nc3ccccc3n21 (configuration not stated)
 : 9, 18
CCOC(=O)N1CC=C2C(C#N)=C(N)C(C#N)(C#N)[C@H](c3ccc(OC(C)C)c(OCC)c3)[C@H]2C1
 : 42, 13
CSc1nc2oc3c(c2c2nncn12)CC(C)(C)SC3
 : -53, 55
CCn1c(=NC(=O)CSC(C)=O)sc2cc(OC)ccc21
 : 4, 31
COC(=O)c1ccccc1NC(=O)c1ccc(COc2ccc3c(c2)CCC3)cc1
 : -61, 62
O=C(CSc1nnnn1-c1ccccc1)N1CCc2ccccc21
 : 19, 14
CS(=O)(=O)N1N=C(c2ccc3nccnc3c2)CC1c1ccccc1 (configuration not stated)
 : -11, 34
N#Cc1cc2cc3c(cc2nc1SCC(=O)OC1CCCCC1)OCO3
 : -43, 31
O=c1[nH]c2ccc(S(=O)(=O)N3CCC(Cc4ccccc4)CC3)cc2o1
 : 9, 34
COC(=O)c1ccccc1NC(=O)CSCC(=O)Nc1ccccc1OC
 : -18, 24
CCCNC(=O)C1=C(C)C(=O)OC12CCC(C)CC2 (configuration not stated)
 : -159, 80
Cc1ccc(-c2n[nH]c3c2CCC3)cc1
 : 65, 7.4
Cc1cc(C(=O)NC(C)c2ccncc2)cs1 (configuration not stated)
 : -5, 21
O=C(CN1C2=NCCN2c2ccccc21)c1ccc(Br)cc1
 : -18, 40
Cc1csc(SCC(=O)NC(=O)NCc2ccccc2)n1
 : 78*, 3.9*
O=[N+]([O-])c1ccc(Sc2n[nH]c(-c3ccc(Cl)cc3Cl)n2)nc1
 : -32, 50
COc1ccc(N2CN=C3SCC(=O)N3C2)cc1
 : -9, 21
CCOC(=O)C(CC)Sc1nnc2c3cc(C)ccc3n(C)c2n1 (configuration not stated)
 : 11, 35
COc1ccc(-c2nc3scc(-c4ccccc4)n3n2)cc1
 : 8, 16
COc1cc(NC(=O)c2ccco2)c(OC)cc1NC(=O)CCC(=O)Nc1cccc(C)c1C
 : -51, 64
CCN(CC)C(=O)CN1CCN(c2ncccn2)CC1
 : -14, 39
c1ccc(-n2cnnc2SCc2nc3ccccc3s2)cc1
 : -6, 18
COc1ccc(Cl)cc1S(=O)(=O)Oc1ccc(NC(C)=O)cc1
 : 28, 14
CN(C)c1ccc(NC(=O)c2ccc(COc3cccc(Cl)c3)o2)cc1
 : 3, 23
N#Cc1ccc(N2CCN(c3ccc(F)cc3)CC2)cc1
 : -13, 23
Cc1cccc(N2CCN(C(=O)C(NS(=O)(=O)c3cccs3)c3ccccc3)CC2)c1C (configuration not stated)
 : 18, 27
COc1ccccc1NC(=S)NCCc1c[nH]c2ccccc12
 : 0, 31

This is a subset, so the mix of outcomes need not match the whole.
